mIAP block: blocks mouse intestinal alkaline phosphatase; purified mouse IAP, CDP-Star luminescence, 30 min; inhibition, % at 10 µM; actives 0.2% (n = 330,000); AID 2806;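 active = inhibition of at least 40% at 10 µM in the primary screen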;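 note: plate controls were DMSO with enzyme for no effect and no enzyme wells for full effect; values of inactives mirror those of a sister screen read the other way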
TIM10 inh: inhibits growth of TIM10 yeast strain | S. cerevisiae TIM10 strain growth, BacTiter-Glo luminescence, 24 h | inhibition, % at 10 µM | actives 1.4% (n = 330,000);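 active = inhibition of 40% or more at the single tested concentration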;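 note: wild-type TIM10 isogenic control strain grown at permissive 25 °C; 0% = DMSO yeast wells and 100% = minimal medium wells without yeast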
ATG4B inh: blocks human ATG4B protease cleavage of LC3 substrate; Q9Y4P1; ATG4B cleavage of LC3-PLA2, NBD-HPC fluorescence, 1 h; inhibition, % at 8.33 µM; actives 0.51% (n = 340,000); in the data active = inhibition above about 40%
Target sequence (Q9Y4P1 whole entry, looked up): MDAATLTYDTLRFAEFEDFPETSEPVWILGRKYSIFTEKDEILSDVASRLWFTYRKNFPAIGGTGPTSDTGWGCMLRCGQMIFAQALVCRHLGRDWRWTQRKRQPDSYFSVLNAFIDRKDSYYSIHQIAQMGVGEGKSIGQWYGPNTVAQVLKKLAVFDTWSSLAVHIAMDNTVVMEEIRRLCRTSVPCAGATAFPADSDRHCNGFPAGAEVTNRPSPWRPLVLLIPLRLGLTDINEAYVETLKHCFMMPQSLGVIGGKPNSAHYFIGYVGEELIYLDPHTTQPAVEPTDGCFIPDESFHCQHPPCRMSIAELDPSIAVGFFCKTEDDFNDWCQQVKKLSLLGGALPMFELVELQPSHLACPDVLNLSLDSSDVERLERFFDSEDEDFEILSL
tim10-1 inh: growth inhibitors of tim10-1 mutant yeast; AID 463190; S. cerevisiae tim10-1 ts strain growth, BacTiter-Glo, 24 h; inhibition, % at 20 µM; actives 2.2% (n = 330,000);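 active = inhibition of at least 40%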;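 note: mutant grown at 25 °C; 0% = DMSO wells with yeast and 100% = wells holding no yeast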
mIAP act: mouse IAP activation; actives 0.24% (n = 330,000); muIAP, CDP-Star luminescence, 30 min; hits give high values; 1 = vehicle-only enzyme signal, 0 = enzyme-free wells; activation factor at 10 µM; AID 2805;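 active = activation factor of at least 2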; note: the source names both 10 and 20 µM as test concentration; values of inactives mirror those of a sister screen read the other way
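also added = chemiluminescent substrate CDP-Star | test system = mouse IAP enzyme | signal = chemiluminescence readout | compound = DMSO-dissolved test compounds | incubation = 30 min at room temperature | benchmarks = DMSO wells, no-enzyme wells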
Apaf-1 inh: inhibitors of human Apaf-1 apoptosome; reconstituted apoptosome caspase-3 activity, DEVD-Rh110 fluorescence; inhibition, % at 20 µM; actives 0.71% (n = 330,000); active = inhibition of at least 40% at 20 µM;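 note: plate controls were DMSO wells for no effect and DEVD-CHO caspase inhibitor wells for full effect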
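Material: cell-free apoptosome with Apaf-1, procaspase-3 and caspase-9; Buffer or medium: Hepes pH 7.5 with detergent and BSA; Reagent: cytochrome c trigger plus (Z-DEVD)2-Rh110 caspase-3 substrate; Times: compound with Apaf-1, dATP, procaspase-3 30 min, then 50 min reaction, room temperature; Technique: Rh110 fluorescence intensity.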
NLRP3 yeast inh: NALP3 inhibition in yeast. inhibition, % at 10 µM. Yeast reconstituted NLRP3/ASC/caspase-1, beta-gal luminescence, 24 h. actives 0.39% (n = 330,000);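 active = inhibition of 50% or more; inactive = inhibition below 50%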;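 note: plate controls were induced DMSO wells for no effect and uninduced yeast grown without galactose for full effect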
hIAP inh: blocks human intestinal alkaline phosphatase | P09923 | purified IAP, CDP-Star luminescence, 30 min | inhibition, % at 10 µM | actives 0.12% (n = 330,000) | AID 2544;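 active = inhibition reaching a set limit with compound at 10 µM in the primary screen, cut at about 35% in these data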;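 note: plate controls were DMSO wells with enzyme for no effect and no-enzyme buffer wells for full effect; values of inactives mirror those of a sister screen read the other way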
Target sequence (P09923 whole entry, looked up): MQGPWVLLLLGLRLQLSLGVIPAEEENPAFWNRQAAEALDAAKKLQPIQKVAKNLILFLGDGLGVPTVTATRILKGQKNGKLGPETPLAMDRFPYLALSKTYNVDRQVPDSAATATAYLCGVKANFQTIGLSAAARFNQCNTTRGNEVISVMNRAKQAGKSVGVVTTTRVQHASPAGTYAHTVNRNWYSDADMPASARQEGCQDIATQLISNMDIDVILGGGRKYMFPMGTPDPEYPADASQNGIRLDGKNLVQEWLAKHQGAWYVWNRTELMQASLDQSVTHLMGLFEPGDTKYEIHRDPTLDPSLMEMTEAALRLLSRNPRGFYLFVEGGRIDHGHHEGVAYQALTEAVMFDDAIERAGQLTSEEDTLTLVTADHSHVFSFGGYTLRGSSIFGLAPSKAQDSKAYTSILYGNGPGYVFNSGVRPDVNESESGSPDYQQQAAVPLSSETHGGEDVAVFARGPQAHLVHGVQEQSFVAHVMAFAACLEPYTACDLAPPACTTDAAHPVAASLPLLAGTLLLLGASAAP
hIAP activ: human IAP activation | P09923 | purified human IAP, CDP-Star luminescence, 30 min; hits give high values; 1 = vehicle-only enzyme, 0 = enzyme-free background | activation factor at 10 µM | actives 0.16% (n = 330,000) | AID 2524;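 active = activation factor of the enzyme at least 2-fold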; note: the source names both 10 and 20 µM as test concentration; values of inactives mirror those of a sister screen read the other way
* hit, by the source's call; · = no result given.

Order of values – hIAP activ	tim10-1 inh	NLRP3 yeast inh	mIAP block	hIAP inh	TIM10 inh	Apaf-1 inh	mIAP act	ATG4B inh
- Cc1cc(N/N=C2\CC(C)CC(C)(C)C2)nc2ccccc12 (centres undefined)
 : 1.3	21	4	-38	-30	5	16	1.4	3
- COC(=O)c1ccc(Cl)c(NC(=O)CSc2nnc(-c3ccncc3)o2)c1
 : 0.86	-5	12	4	14	-2	3	0.96	3
- COc1ccc(NS(=O)(=O)c2cccc(NC(=O)NC3CCCCC3)c2)cc1
 : 1.1	9	-1	-49	-12	9	5	1.5	54*
- COC(=O)[C@H](Cc1c[nH]c2ccccc12)NC(=O)CCCc1c[nH]c2ccccc12
 : 1	-5	7	2	-4	5	-4	0.98	-8
- Cc1nn(CC(=O)Nc2ccccc2)c(=O)c2ccccc12
 : 0.98	7	1	2	2	7	-10	0.98	-6
- Cc1ccc(S(=O)(=O)N/N=C\c2ccccc2OCc2ccccc2)cc1
 : 0.86	32	17	-1	14	9	8	1	28
- CCOCCc1nnc(NC(=O)CN2C(=O)c3ccccc3C2=O)s1
 : 1	0	7	-2	-3	-3	1	1	-2
- CC1=N/C(=C/c2cc(Br)cc(Br)c2O)C(=O)O1
 : 1.1	7	14	-1	-6	7	-2	1	-4
- CCCn1c(SCC(=O)Nc2nonc2C)nnc1-c1ccoc1C
 : 0.98	7	-5	-2	2	8	5	1	-17
- CCC1(CC)NC(=O)N(CC(=O)Nc2ccc(OCc3ccccc3)cc2)C1=O
 : 0.96	12	10	-4	4	-5	9	1	-8
- Cc1ccc(S(=O)(=O)Nc2ccc3c(c2)CC(=O)N([C@H](C)CO)C[C@@H](C)[C@H](CN(C)S(=O)(=O)c2ccccc2)O3)cc1
 : 1.1	-13	18	3	-7	-1	8	0.97	-6
- CCOc1ccc(CCNc2nc3ccccc3n3cnnc23)cc1OCC
 : 0.95	18	7	-5	5	16	-15	1.1	1
- Cc1ccc(Cn2ncc3c(N4CCN(CCc5ccccc5)CC4)ncnc32)cc1
 : 1	24	22	-2	-4	16	19	1	-2
- Cc1csc(SCC(=O)NC(C)c2ccccc2)n1 (centres undefined)
 : 1.1	1	-9	-11	-9	-2	9	1.1	-13
- CC(OC(=O)c1cc(S(=O)(=O)N(C)C)ccc1N1CCCC1)C(=O)NCc1ccccc1 (centres undefined)
 : 1.1	6	6	10	-8	6	9	0.9	3
- COc1ccc(/C=C2/SC(=O)NC2=O)cc1
 : 1.2	39	32	8	-16	38	-11	0.92	3
- Cc1cc2n(n1)C(c1cccs1)Nc1ccccc1-2 (centres undefined)
 : 1.1	31	16	-7	-7	16	2	1.1	-13
- COc1ccc([C@H]2CC(=O)C=C(c3cccc(CO)c3)C2)cc1OC
 : 1.1	-15	9	6	-6	2	5	0.94	4
- COC(=O)c1ccsc1NC(=O)C1=COCCO1
 : 1.1	-21	20	-5	-8	-3	3	1	-1
- O=C(CSc1nc2ccccc2s1)N1c2ccccc2Sc2ccc(Cl)cc21
 : 1.1	11	15	-12	-11	10	-3	1.1	-1

Looked up by compound from the list above, 2 records:
Order of values – hIAP activ	tim10-1 inh	NLRP3 yeast inh	mIAP block	hIAP inh	TIM10 inh	Apaf-1 inh	mIAP act	ATG4B inh
- Cc1csc(SCC(=O)NC(C)c2ccccc2)n1 (centres undefined)
 : 1.1	1	-9	-11	-9	-2	9	1.1	-13
- O=C(CSc1nc2ccccc2s1)N1c2ccccc2Sc2ccc(Cl)cc21
 : 1.1	11	15	-12	-11	10	-3	1.1	-1

More compounds follow.
Order of values – hIAP activ	tim10-1 inh	NLRP3 yeast inh	mIAP block	hIAP inh	TIM10 inh	Apaf-1 inh	mIAP act	ATG4B inh
- CN(C)c1ccc(/C=C2\CCCc3c2nc2ccccc2c3C(=O)O)cc1
 : 1	10	4	7	-5	5	-3	0.93	6
- CCCN1C2CCCC1CC(NC(=O)c1cccc(Cl)c1)C2 (centres undefined)
 : 1.1	-1	-1	4	-11	-7	-4	0.96	-5
- Cc1ccccc1NC(=O)/C(C#N)=C/c1ccc(-c2ccc(Cl)c(C(=O)O)c2)o1
 : 1	17	25	-8	-4	8	6	1.1	14
- CCCc1cc(C(=O)Nc2cccc([N+](=O)[O-])c2)cs1
 : 1.2	41*	6	5	-16	25	19	0.95	5
- N#CCC(=O)N/N=C/c1ccccc1Cl
 : 1	9	3	10	-3	9	-2	0.9	2
- CCOC(=O)c1sc(-c2ccc(OC)cc2)cc1N
 : 0.86	10	-22	5	14	20	9	0.95	7
- Cc1ccc(CN2CCN(C(=O)C3CCCO3)CC2)cc1 (centres undefined)
 : 1.1	-1	-8	0	-9	-1	5	1	-3
- CCOC(=O)N1CCN(CC(O)COc2ccccc2[N+](=O)[O-])CC1 (centres undefined)
 : 0.97	19	8	0	3	-17	1	1	-10
- CN=C1S/C(=C\c2c(OC)cc(OC)cc2OC)C(=O)N1C
 : 1	19	18	7	-5	4	-4	0.93	1
- CCCn1cnc2cc(NCc3cccc(OC)c3)ccc21
 : 1.1	-47	17	-2	-14	-20	1	1	9
- C=CCn1c(CCc2ccccc2)nnc1SCC(N)=O
 : 0.96	6	-1	5	4	-2	-3	0.95	-2
- O=C(CCCNC(=O)/C(=C/c1ccccc1F)NC(=O)c1ccccc1)OCc1ccccc1
 : 1.1	23	12	-5	-11	19	18	1	-14
- C=CCOc1ccc(/C=N/NC(=O)c2c(C)nc3ccc(Cl)cn23)cc1
 : 0.92	19	9	2	8	8	7	0.98	0
- CN1CCc2nc(SCC(=O)Nc3ccc(Cl)cc3)c(C#N)cc2C1
 : 0.97	17	-3	32	3	1	11	0.68	-4
- CC(C(=O)NCCC1=CCCCC1)c1ccc([N+](=O)[O-])cc1 (centres undefined)
 : 0.87	17	51*	1	13	-6	8	0.99	-4
- CN(C(=O)c1cccnc1)c1nc(-c2ccccc2)cs1
 : 1	11	27	-4	-3	4	0	1	-1
- CCN(c1ccccc1)S(=O)(=O)c1cc(NC(=O)CN2CCN(C)CC2)ccc1Cl
 : 1.1	-10	2	-13	-12	1	16	1.1	-6
- Cc1cc2cc(C(c3nnnn3Cc3ccco3)N3CCCCC3)c(=O)[nH]c2cc1C (centres undefined)
 : 1.1	2	7	10	-5	10	4	0.9	2
- Cc1ccccc1CNC(=O)c1ccccc1C
 : 0.86	4	12	4	14	4	-7	0.96	9
- Cc1ccc(NC(=O)CSc2nc3nn(-c4ccccc4)c(=O)c-3c3n2CCCCC3)cc1F
 : 1	4	22	11	-2	11	20	0.89	-29

Full records, quoted from the list. Values in the order: hIAP activ | tim10-1 inh | NLRP3 yeast inh | mIAP block | hIAP inh | TIM10 inh | Apaf-1 inh | mIAP act | ATG4B inh
O=C(CCCNC(=O)/C(=C/c1ccccc1F)NC(=O)c1ccccc1)OCc1ccccc1 is listed with 1.1 | 23 | 12 | -5 | -11 | 19 | 18 | 1 | -14
Cc1cc2n(n1)C(c1cccs1)Nc1ccccc1-2 (centres undefined) is listed with 1.1 | 31 | 16 | -7 | -7 | 16 | 2 | 1.1 | -13

(list continues)
Order of values – hIAP activ	tim10-1 inh	NLRP3 yeast inh	mIAP block	hIAP inh	TIM10 inh	Apaf-1 inh	mIAP act	ATG4B inh
- CCN1C(=O)S/C(=C/c2ccc(Sc3nc4ccccc4[nH]3)o2)C1=O
 : 1	18	15	17	0	27	1	0.83	-1
- CCSc1ncnc2sc(C)c(C)c12
 : 0.89	8	11	0	11	4	-6	1	15
- Cn1cc(/C=C(\C#N)C(=O)Nc2ncc(Cc3cccc(Cl)c3)s2)c2ccccc21
 : 0.93	26	-5	22	7	21	9	0.78	·
- O=C(O)CCCCCNS(=O)(=O)c1c(Cl)cccc1Cl
 : 0.92	6	4	0	8	-8	1	0.99	6
- Cc1ccc(C)c(NC(=S)NCCc2ccc(F)cc2)c1
 : 0.85	33	1	-6	14	35	6	1.1	3
- CCOc1ccc(NC(=O)CC2C(=O)N(c3ccc(OC)c(Cl)c3)C(=S)N2C2CC2)cc1 (centres undefined)
 : 1.4	-10	2	-2	-36	-21	-5	1	4
- COc1ccc(C(OCC(O)CNC(C)c2ccccc2)c2ccc(OC)cc2)cc1 (centres undefined)
 : 0.95	10	9	2	5	19	33	0.98	-9
- O=c1c(Cl)c(Cl)cnn1Cc1ccc(F)cc1
 : 1	16	-5	6	-3	0	-11	0.94	-1
- CCN(CC)CCNC(=O)c1ccc(NC(=O)c2cn(-c3ccccc3)nc2-c2cccs2)cc1
 : 1	26	19	-38	-3	5	25	1.4	7
- O=C(c1ccc(NS(=O)(=O)c2cccc(C(F)(F)F)c2)cc1)N1CCCC1
 : 1.3	-2	7	9	-26	3	-5	0.91	-1
- Cc1ccc(Cl)cc1N1CCN(C(=O)C2(S(=O)(=O)c3ccc(Cl)cc3)CC2)CC1
 : 1.1	40*	9	4	-8	30	15	0.96	-3
- CCOc1ccc(NC(=O)CN2CCN(CC(=O)Nc3ccc4c(c3)OCO4)CC2)cc1
 : 1.2	0	20	-7	-20	-10	-8	1.1	-4
- Clc1ccc(-c2nc(C3CCCCC3)no2)cc1
 : 0.86	-1	10	10	14	1	4	0.9	0
- Cc1cc(OCCCCN2C(=O)NC(C)(C)C2=O)cc(C)c1Cl
 : 0.99	31	9	-4	1	12	21	1	-1
- COc1cccc(C(=O)Nc2nc3c(s2)CN(C)CC3)c1
 : 1.1	2	16	14	-11	4	3	0.86	-12
- Cc1cccc(NC(=O)c2nc[nH]c2C(=O)NCCCNC(=O)c2[nH]cnc2C(=O)Nc2cccc(C)c2)c1
 : 1.8	-1	17	-7	-83	10	1	1.1	1
- O=C(Nc1ccc(Cc2ccncc2)cc1)c1cc([N+](=O)[O-])ccc1N1CCOCC1
 : 0.86	-4	8	-4	14	19	3	1	-6
- O=C(Nc1nonc1-c1ccc(Cl)cc1)c1ccccc1
 : 0.95	12	2	0	5	21	6	1	-11
- COC(=O)c1nc(-n2nc(C)cc2C)ccc1Cl
 : 0.87	5	11	13	13	-7	-16	0.87	5
- COc1ccc(NC(=O)CCN2CCN(S(=O)(=O)c3ccc(Br)cc3)CC2)cc1
 : 1.1	26	9	4	-15	-10	-3	0.96	-15
- COc1ccc(-c2noc(-c3ccccc3C(=O)NCc3ccco3)n2)cc1OC
 : 1.1	5	17	0	-8	19	-324	1	-12

Assay outcomes (PubChem BioAssay)
